# Screening data: PubChem BioAssay, several laboratories
# Jurkat viability: cytotoxic compounds reducing Jurkat cell viability. Jurkat E6.1 viability, ATP luminescence, 48 h. inhibition, % at 4 µM. actives 1.2% (n = 56,000);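 active = inhibition above the mean inhibition of all tested compounds plus 3 SD, cut at about 28% in these data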
# D1 mod: allosterically modulates the human D1 dopamine receptor; B-score at 10 µM; actives 5.9% (n = 58,000); HEK293 D1, CRE-luciferase, dopamine EC30 potentiation; actives deviate in either direction; P21728;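 active = luminescence count or its row- and column-corrected plate score outside the 99.7% band of the plate's sample wells, on either side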
# M1 agonist: agonists of M1 muscarinic receptor | CHO-M1 cells, Fluo-4 calcium fluorescence, agonist mode; hits give high values | B-score at 10 µM | actives 3% (n = 64,000);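 active = fluorescence rise, raw or as B-score row- and column-corrected plate score, outside the 99.7% band of its plate's samples, either direction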
# M1 antag: blocks the rat M1 muscarinic receptor response to acetylcholine; CHO-M1 cells, Fluo-4 calcium, ACh EC80 antagonist mode; hits give low values; B-score at 10 µM; actives 3.4% (n = 64,000); AID 628;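 active = calcium fluorescence response, raw or row-and-column corrected B-score, differing from the plate sample mean either way at a set confidence level, mostly lower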
# S1P1 ag pot: activates or potentiates agonism at human S1P1 receptor; activation, % at 9.5 µM; S1P1 CRE-bla cells, forskolin, beta-lactamase FRET, potentiator mode; S1P1 agonist co-added at EC20, 2 nM; 100% = saturating reference agonist, 0% = basal; AID 449; actives 0.57% (n = 56,000); P21453;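 active = activation above a cutoff set at the mean activation of all tested compounds plus 3 SD, cut at about 54% in these data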;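 also: forskolin at 4 µM as EC80 and the EC20 agonist is SEW2871; 100% = SEW2871 at its EC100 plus forskolin at EC80; some compounds past the cut are filed as inactive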
# Target sequence (P21453 whole entry, looked up): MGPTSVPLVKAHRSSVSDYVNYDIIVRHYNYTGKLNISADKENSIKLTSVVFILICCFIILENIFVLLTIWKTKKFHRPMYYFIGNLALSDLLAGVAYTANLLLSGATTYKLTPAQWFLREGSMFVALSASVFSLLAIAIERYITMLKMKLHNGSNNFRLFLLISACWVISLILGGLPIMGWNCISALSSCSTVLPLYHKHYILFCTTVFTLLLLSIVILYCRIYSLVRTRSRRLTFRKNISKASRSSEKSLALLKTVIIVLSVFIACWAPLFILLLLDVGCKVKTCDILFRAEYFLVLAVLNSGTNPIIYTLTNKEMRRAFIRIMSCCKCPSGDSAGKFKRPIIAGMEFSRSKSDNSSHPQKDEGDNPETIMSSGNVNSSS
# HEK293 NFkB inh: lowers PMA/ionomycin-induced NF-kB signal in HEK293 cells; HEK-293 NF-kB luciferase reporter, luminescence; inhibition, % at 3 µM; actives 0.21% (n = 62,000);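 active = inhibition above the mean of all tested compounds plus 3 SD, cut at about 40% in these data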;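 also: 0% = stimulated DMSO wells and 100% = 10 µM reference inhibitor 5653914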
#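 System: NF-kB luciferase reporter HEK-293 cells | Replication: Single test | Control set: DMSO vs reference inhibitor | Evaluation: % inhibition | Schedule: 1 h pretreatment, 16 h stimulation, 37 °C | Probe or stimulus: PMA with ionomycin | Compound dosing: One dose, 3 µM | Detection: Luciferase luminescence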
# S1P3 agonist: S1P3 (human) receptor agonism; activation, % at 4.5 µM; AID 373; S1P3 NFAT-BLA reporter cells, FRET ratio; relative to 1 µM S1P, basal subtracted; actives 0.1% (n = 60,000); Q99500;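 active = activation above the screen-wide mean plus 3 SD, cut at about 4.5% in these data, passing the limit was not always enough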; also: some compounds called inactive have numbers as strong as hits
# Target sequence (Q99500 whole entry, looked up): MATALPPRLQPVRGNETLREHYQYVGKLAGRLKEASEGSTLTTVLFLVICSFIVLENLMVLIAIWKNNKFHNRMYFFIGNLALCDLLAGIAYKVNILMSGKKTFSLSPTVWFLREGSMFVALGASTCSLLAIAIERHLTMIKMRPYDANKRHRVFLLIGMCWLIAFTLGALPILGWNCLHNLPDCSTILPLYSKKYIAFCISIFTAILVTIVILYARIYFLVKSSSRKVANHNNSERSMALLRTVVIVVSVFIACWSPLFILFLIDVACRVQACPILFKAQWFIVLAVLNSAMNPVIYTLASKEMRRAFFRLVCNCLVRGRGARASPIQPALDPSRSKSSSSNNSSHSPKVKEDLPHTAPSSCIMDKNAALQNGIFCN
#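 material = human S1P3 NFAT-BLA reporter CHO cells | schedule = 4 h compound at 37 °C, 2 h substrate at RT | measured by = fluorescent BLA substrate, ex 405 nm, em 460/535 nm ratio | controls = 1 µM S1P reference | replication = primary once, confirmation triplicate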
# Ec RNAP inh: blocks E. coli RNA polymerase transcription | P0A8V2 | inhibition, %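 (tested at 10 µM)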 | actives 0.2% (n = 62,000) | AID 559 | fluorescence transcription assay; in the data active = inhibition above about 20%;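 also: 0% = enzyme without compound and 100% = no enzyme blank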
# TNAP act DEA: human TNAP activation, intermediate phosphate acceptor. activation factor at 20 µM. purified TNAP, CDP-star luminescence, 100 mM DEA, 30 min; hits give high values; scale: 0 levamisole-inhibited, 1 vehicle-only enzyme. 64,000 tested, under 10 active. P05186;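 active = activation factor of at least 2 at 20 µM, relative to controls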
# * marks the source's active call; other numbers are inactive results; · = no result given.
mol	Jurkat viability	D1 mod	M1 agonist	M1 antag	S1P1 ag pot	HEK293 NFkB inh	S1P3 agonist	Ec RNAP inh	TNAP act DEA
C=CCOc1cccc(C2C(C(=O)c3ccco3)=C(O)C(=O)N2CCN2CCOCC2)c1 (configuration not stated)	·	0.19	1.3	0.16	·	8	·	10	0.9
CCN1CCN(C(c2ccccc2F)c2nnnn2Cc2ccc3c(c2)OCO3)CC1 (configuration not stated)	-5	-0.15	-0.012	-0.45	-22	6	-0.3	-1	1
O=C(CN1C(=O)c2ccccc2C1=O)Nc1ccccc1C(=O)N1CCCC1	2	0.92	0.91	0.034	-8	11	-0.1	7	1
CCOC(=O)c1c(C)c(C(=O)Nc2ccc(N(C)C)cc2)c(C)n1CC	59*	0.7	-1.4	-1.3	3	18	-1.2	2	0.9
COCCn1c(SCC(=O)Nc2ncc(Cl)c(C)c2Cl)nc2ccccc21	5	2.8	-0.062	-0.00036	-2	11	0.2	3	0.9
Cn1ncc2c(NCc3ccccc3)ncnc21	-9	1.5	0.34	0.61	-2	13	0.2	2	0.9
CN1C(=O)/C(=C2/C=CC=CN2C)OC1=S	-4	-0.012	0.6	-2.4	5	11	-1.5	2	0.9
O=C1CCCN1C(=O)CCC(=O)N1CCCC1=O	-2	-0.23	-0.016	1.1	-14	-2	-0.1	8	0.9
O=C(c1ccccc1)N1CCN(Cc2ccccc2Br)CC1	2	0.12	-0.74	0.29	-1	12	0.0	8	0.9
CCOC(=O)c1cc(NC(=O)C2CCCO2)cc(C(=O)OCC)c1 (configuration not stated)	1	0.38	-0.1	-0.17	-6	-5	-1.0	-3	0.9
CC(C)CCn1c(N2CCC(C(N)=O)CC2)nc2c1c(=O)[nH]c(=O)n2C	1	0.027	-0.16	0.47	-10	0	0.2	6	0.9
CCOC(=O)C1CCCN(CCCc2ccccc2)C1 (configuration not stated)	-1	-0.68	-1.9	-0.68	3	18	-0.8	13	0.9
COc1cc2c(cc1OC)C1(CCCC1)C(N)=C2C#N	·	·	-0.0039	-0.2	-4	·	-1.6	9	0.9
N#CCC(=O)NCC1(c2ccccc2)CCCC1	-1	-0.074	0	0.33	-20	20	-0.3	9	0.8
Cc1cc(NC(=O)C2CC(c3cccc(Br)c3)=NO2)no1 (configuration not stated)	1	-0.022	·	·	·	2	-1.4	2	0.9
CCOC(=O)C(NC(=O)c1cccnc1)(Nc1cccc(C)n1)C(F)(F)F (configuration not stated)	-2	-0.031	0.31	-0.43	0	7	-0.1	3	0.9
CCOC(=O)c1c(C)oc2ccc(OCC(=O)C(C)(C)C)cc12	·	2.1	0.25	0.88	-11	·	-1.6	9	1
CC(C)NC(=O)CSc1nnc(-c2ccc(S(=O)(=O)N3CCCC3)cc2)n1CC1CCCO1 (configuration not stated)	-4	·	0.19	-0.72	2	19	-0.5	4	0.9
COC(=O)CSC1=C(C#N)C(c2ccccc2F)CC(=O)N1 (configuration not stated)	4	-0.41	0.77	-0.045	-16	2	-1.5	0	1
O=C(CN1CCc2ccccc21)Nc1ccc2c(c1)OCO2	-5	1.8	0.36	-0.16	6	6	-1.1	9	0.9

# Entries of single compounds as entered above:
# O=C(CN1C(=O)c2ccccc2C1=O)Nc1ccccc1C(=O)N1CCCC1 reads Jurkat viability: 2; D1 mod: 0.92; M1 agonist: 0.91; M1 antag: 0.034; S1P1 ag pot: -8; HEK293 NFkB inh: 11; S1P3 agonist: -0.1; Ec RNAP inh: 7; TNAP act DEA: 1
# COc1cc2c(cc1OC)C1(CCCC1)C(N)=C2C#N reads Jurkat viability: ·; D1 mod: ·; M1 agonist: -0.0039; M1 antag: -0.2; S1P1 ag pot: -4; HEK293 NFkB inh: ·; S1P3 agonist: -1.6; Ec RNAP inh: 9; TNAP act DEA: 0.9

# (cont.)
mol	Jurkat viability	D1 mod	M1 agonist	M1 antag	S1P1 ag pot	HEK293 NFkB inh	S1P3 agonist	Ec RNAP inh	TNAP act DEA
CCCCN1C(=O)CC(Nc2ccc(CC)cc2)C1=O (configuration not stated)	5	-0.11	1.5	1.7	-11	6	0.0	8	0.9
COc1ccc(N2C(=O)CSC23C(=O)N2CCCc4cccc3c42)cc1 (configuration not stated)	-7	-0.25	-0.23	-17*	-14	1	0.6	10	1
COc1cccc(CC(NC(C)=O)C(=O)NC2CCN(c3nc(C)cc(C)c3C#N)CC2)c1 (configuration not stated)	-3	0.29	-0.24	-0.73	12	-1	0.1	7	0.9
CSc1nnc(Cc2cc(=O)[nH]c(=O)[nH]2)n1-c1cccc(C)c1	-14	·	0.38	0.068	-26	-19	0.1	12	0.9
c1ccc(-n2nnc3ccccc32)nc1	-1	1.3	0.59	-1	-16	1	0.0	5	0.9
N#CC(C(=O)c1ccco1)c1ccccn1 (configuration not stated)	10	0.53	0.052	-0.068	7	19	-0.8	12	0.8
CC1(C)N([O-])C(c2cccs2)=C[N+]1=O	12	0.45	0.24	-0.44	-6	7	-0.6	3	0.8
CSc1ccccc1NC(=O)C1CCCO1 (configuration not stated)	-7	0.84	0.31	0.25	-20	8	-0.8	-16	0.9
CCOc1ccc(C2C(C(=O)c3ccco3)=C(O)C(=O)N2Cc2cccnc2)cc1 (configuration not stated)	18	0.49	-0.38	0.14	1	-4	-0.2	·	1
Cc1ccc(NC(=O)CN(C)S(=O)(=O)c2cccs2)cc1F	·	-1.4	-0.59	-0.39	·	-14	·	6	0.9
O=C(NCC(c1cccnc1)N1CCN(c2ccccc2)CC1)c1ccc2c(c1)OCO2 (configuration not stated)	6	-0.032	-0.062	0.021	18	2	-1.0	-10	0.9
Cn1cc(SCC(=O)Nc2nc3ccccc3s2)c2ccccc21	·	·	-1.4	-1.3	·	8	·	7	0.9
CCn1cc(C(=O)N2CCOCC2)c(=O)c2cc(S(=O)(=O)N(C)C)ccc21	-1	0.52	2.1	1.3	-2	3	-0.3	7	0.9
CN1C(=O)C2CN(CCc3ccccc3)CNC2N(C)C1=O (configuration not stated)	2	-0.51	0.0075	0.12	-9	15	0.2	5	1
c1coc(-c2nnc(SCc3nc4ccccc4[nH]3)o2)c1	2	0.14	-0.058	0.14	6	14	-1.0	5	0.9
Cc1n[nH]c(C)c1SCC(=O)Nc1ccc(F)cc1	2	·	0.64	0.59	5	22	-0.5	8	1.1
Cc1c(NC(=O)Oc2ccccc2)sc(=S)n1C	·	-0.042	0.5	-0.17	·	·	·	14	0.9
COc1ccc(CN2C(=O)c3ccccc3C2C(=O)NCc2cccnc2)c(OC)c1 (configuration not stated)	-5	-1.2	1.4	-0.36	-13	0	-0.4	7	1
CCC1(C(=O)OC)NC(c2ccco2)C2C(=O)N(c3ccccc3)C(=O)C21 (configuration not stated)	-6	-0.93	-0.42	-0.13	-9	0	-0.2	3	0.9
COc1ccc(NC(=O)CCN2CCN(S(=O)(=O)c3cc(Cl)ccc3OC)CC2)cc1	-1	0.057	-1.2	-0.58	-28	11	-0.8	3	1
CC(C)N(Cc1nc(-c2ccc(Cl)cc2)no1)C(=O)CN(C)S(=O)(=O)c1ccc(Cl)cc1	-3	0.036	0.13	0.14	·	12	-1.0	21*	0.8
COc1cccc(NC(=O)c2ccc(S(=O)(=O)N3CCCCC3)cc2)c1	10	·	0.8	-0.11	5	15	-0.7	5	0.9
CCOc1ccc(C(=O)N2CCc3cc(OC)c(OC)cc3C2)cc1OCC	-3	4.6*	-0.18	-0.57	-10	3	0.4	4	0.8
CC(C)Cc1cc(C(=O)NCc2ccco2)no1	2	·	-1.1	-0.77	-14	2	-0.5	7	1
CCOC(=O)c1cc(-c2ccc(C)cc2)n(CCC(=O)NCCN(C)C)c1C	-7	-0.39	-0.92	-1.2	2	-8	-1.0	4	0.9
CCn1cc(C(=O)N2CCOCC2)c(=O)c2cc(S(=O)(=O)N(C)C3CCCCC3)ccc21	-3	0.48	-0.12	0.065	-5	20	0.1	8	0.9
COC(=O)NC1(C(F)(F)F)NC(=O)N(C2CCCCC2)C1=O (configuration not stated)	-2	-0.25	-0.48	-0.043	4	10	-0.6	4	1
Cn1c(=O)n(CCN2CCOCC2)c(=O)c2c1nc1n2CCCN1c1ccccc1	-3	0.003	0.085	-0.3	10	24	-0.5	-4	1
COC(=O)CSc1nc2sc3c(c2c(=O)n1-c1ccccc1)CCN(C)C3	3	17*	-0.28	-2.6	-17	17	-0.3	6	1.1
CCOc1ccccc1CNS(=O)(=O)c1ccc2[nH]c(=O)sc2c1	2	-0.0013	0.98	-0.71	10	12	0.3	4	0.9

# Individual results from the list.
# `Cn1c(=O)n(CCN2CCOCC2)c(=O)c2c1nc1n2CCCN1c1ccccc1` | M1 antag: -0.3
# `COC(=O)NC1(C(F)(F)F)NC(=O)N(C2CCCCC2)C1=O` (configuration not stated) | D1 mod: -0.25

# New compounds follow
mol	Jurkat viability	D1 mod	M1 agonist	M1 antag	S1P1 ag pot	HEK293 NFkB inh	S1P3 agonist	Ec RNAP inh	TNAP act DEA
COc1ccccc1NC(=O)CCn1c(=O)sc2ccccc21	·	0.2	-0.6	0.026	·	4	·	·	·
CCOc1ccc(NC(=O)CCN2CCN(S(=O)(=O)c3cc(Cl)ccc3OC)CC2)cc1	-4	0.82	0.17	-1.1	-6	8	0.3	8	1
Cn1c(=O)c2c(nc(NCCCN3CCOCC3)n2Cc2cccc(Cl)c2)n(C)c1=O	1	·	0.24	-0.092	-3	11	-1.7	6	0.9
CC(C)(C)n1nnnc1C(c1cccs1)N(Cc1ccccc1)Cc1cccnc1 (configuration not stated)	4	-0.33	-0.23	-4.7*	9	-2	-0.5	-3	0.8
O=C1COc2ccc3ccccc3c2CN1	·	0.11	0.38	0.66	·	4	·	-2	1
O=C(c1cnc2n(c1=O)CCS2)N1CCN(C(c2ccccc2)c2ccc(Cl)cc2)CC1 (configuration not stated)	15	0.028	1.2	-1.7	3	-6	-0.6	6	0.9
CCOC(=O)Cn1nnnc1C(CC)N(Cc1cc2c(C)cc(C)cc2[nH]c1=O)C1CCCC1 (configuration not stated)	-4	0.98	-0.26	0.98	0	0	0.8	1	0.8
N#CC1=C(N)N(c2ccccc2)C2=C(C(=O)CCC2)C1c1ccsc1 (configuration not stated)	12	8.3*	0.65	0.6	-6	-1	0.1	-3	0.9
Cc1ccccc1OCC(=O)Nc1ccc2c(c1)OCO2	1	-1.7	0.42	-0.025	-1	-10	-0.5	3	0.9
C=CCNC(=O)c1cc(-c2ccc(Br)cc2)on1	-9	-0.42	-0.35	0.32	-4	-32	-0.2	-6	1.1
O=S(=O)(c1ccc(Oc2ccc(S(=O)(=O)N3CCOCC3)cc2)cc1)N1CCOCC1	6	-1.2	0.59	-0.3	-20	6	-0.2	8	0.9
COc1ccccc1-c1nnc2sc(-c3cnccn3)nn12	-2	-0.67	-0.46	-0.95	-7	21	-1.0	-1	1
CCCCC(CCC(=O)Nc1ccc(C(=O)OC)cc1)C(=O)O (configuration not stated)	·	·	0.23	0.2	-3	·	-2.0	·	0.9

# No enrichment for hits; any-hit rate near 12%.
